# Compound activity (PubChem BioAssay)
# LGR2 inh = inhibitors of bursicon-induced Drosophila LGR2 receptor cAMP signaling | AID 720647 | inhibition, % at 9.99 µM | hit rate 0.35% among 380,000 | HEK293 LGR2, CRE-luciferase, bursicon-stimulated, 4 h;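 active means drop in luminescence signal, shown as inhibition above about 50% in the replicate tests, limit read from the data, passing the limit was not always enough; inconclusive means probably only some replicates passing the limit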;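 further: agonist challenge used bursicon conditioned medium at about half maximal strength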
# S100A4 MyoIIA = blocks human S100A4 binding to myosin IIA peptide | P26447 | AID 652163 | S100A4/TAMRA-MyoIIA peptide fluorescence polarization | hit rate 0.14% among 360,000 | inhibition, % at 10.7 µM;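 active means mean inhibition of at least 70% across replicates, with every replicate also reaching that level; inconclusive means mean inhibition reaches 70% but some replicates fall short; inactive means mean inhibition below 70%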
# Target sequence (P26447 whole entry, looked up): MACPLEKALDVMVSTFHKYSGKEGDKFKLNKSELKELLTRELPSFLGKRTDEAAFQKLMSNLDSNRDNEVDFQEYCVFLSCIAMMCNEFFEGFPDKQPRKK
#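 Test system: S100A4 monomer protein; Medium: HEPES pH 7.2 with CaCl2, KCl, NaCl, DTT, Triton; Probe or stimulus: TAMRA-labelled myosin IIA heavy-chain peptide probe, 5 nM; Doses: one dose per compound; Times: polarization read 5 min after assay mix addition, stable 5–60 min; Benchmarks: neutral control DMSO, positive control TFP.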
# PGC1a acetyl inh = lowers PGC1a acetylation signal in U2OS cells. AlphaScreen anti-acetyl-lysine; with virally co-expressed GCN5 acetyltransferase. inhibition, % at 15.6 µM. hit rate 0.17% among 350,000. AID 651687;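 active means every replicate shows inhibition of at least 40%; inconclusive means mean inhibition at least 40% but some replicate below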;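 further: 0% = neutral control wells and 100% = positive control wells; some results beyond the cut were filed as inactive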
# XiGFP reactiv = reactivates the inactive X chromosome in mouse fibroblasts; XiGFP mouse fibroblasts, % GFP-positive cells imaging, 3 d; cells co-treated with 5-aza-dC sensitizer; scaled so ellipticine positive control = 100%; activation, % at 7.58 µM; hit rate 0.055% among 360,000; AID 743238;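 active means mean normalized replicate activation at least 10% and every replicate at or above 10%; inconclusive means only one of the two criteria met; inactive means mean below 10% and not all replicates reach 10%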;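 further: 0% = median of on-plate neutral control wells and 100% = ellipticine 6 µM median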
#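 Material: SV40-immortalized XiGFP fibroblast cells, line 68-5-11 | Buffer or medium: DMEM containing 5-aza-dC | Dosing: One concentration, pinned | Times: 3 d treatment, 15 min room-temperature fixation | Controls: Ellipticine 6 µM positive control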
# Cneo AK release = causes C. neoformans cell lysis; AID 651654; hit rate 0.2% among 360,000; adenylate kinase release luminescence, 4 h; normalised: neutral wells 0, clomiphene wells 100; lysis activity, % at 15 µM;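 active means mean lysis activity across replicates of at least 80%, whatever share of replicates individually reach that level; inactive means mean lysis activity below 80%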
#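 Test system: log-phase Cryptococcus neoformans yeast cells; Quantity: yeast cell density of 5 × 10^6 cells/mL; Buffer or medium: YPD; Doses: single compound concentration per well; Timing: 4 h at 37 °C static, read 1 h later; Measured by: AK luminescence; Read-out basis: lysis from increased AK signal; Control set: Clomiphene as positive control.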
# ERAP1 inh = inhibitors of human ERAP1 aminopeptidase. recombinant ERAP1, Leu-AMC fluorescence, 60 min. Q9NZ08. AID 652197. hit rate 0.15% among 340,000. inhibition, % at 10.7 µM;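 active means mean replicate inhibition of at least 30%, or all replicates individually reaching that 30% level; inactive means mean below 30% and not every replicate reaching it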;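 further: 0% = neutral control wells and 100% = L-leucinethiol positive control wells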
# Target sequence (Q9NZ08 whole entry, looked up): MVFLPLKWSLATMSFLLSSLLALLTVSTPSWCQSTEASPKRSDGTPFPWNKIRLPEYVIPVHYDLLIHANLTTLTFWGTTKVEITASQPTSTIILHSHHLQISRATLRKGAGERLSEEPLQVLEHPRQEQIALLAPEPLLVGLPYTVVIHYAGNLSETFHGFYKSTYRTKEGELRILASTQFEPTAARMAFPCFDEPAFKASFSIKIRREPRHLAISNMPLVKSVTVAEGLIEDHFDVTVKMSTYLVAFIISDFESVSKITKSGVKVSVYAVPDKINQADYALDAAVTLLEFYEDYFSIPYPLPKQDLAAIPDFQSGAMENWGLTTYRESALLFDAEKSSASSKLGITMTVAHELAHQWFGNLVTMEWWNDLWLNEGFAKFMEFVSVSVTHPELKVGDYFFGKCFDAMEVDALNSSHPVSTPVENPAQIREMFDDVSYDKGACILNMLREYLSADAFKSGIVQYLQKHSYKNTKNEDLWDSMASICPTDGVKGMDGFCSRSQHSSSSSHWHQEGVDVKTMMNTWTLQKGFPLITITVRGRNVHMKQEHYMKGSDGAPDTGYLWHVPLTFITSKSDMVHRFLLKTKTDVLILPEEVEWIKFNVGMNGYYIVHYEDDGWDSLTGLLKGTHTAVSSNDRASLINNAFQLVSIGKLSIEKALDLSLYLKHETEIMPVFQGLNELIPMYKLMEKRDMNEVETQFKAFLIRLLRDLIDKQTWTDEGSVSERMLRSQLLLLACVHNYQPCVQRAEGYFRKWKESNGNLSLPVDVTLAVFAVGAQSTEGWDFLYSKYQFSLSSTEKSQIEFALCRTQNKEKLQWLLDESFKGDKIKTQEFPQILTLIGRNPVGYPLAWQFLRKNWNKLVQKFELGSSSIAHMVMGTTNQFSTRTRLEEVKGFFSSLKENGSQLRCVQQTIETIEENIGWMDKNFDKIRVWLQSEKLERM
# Statin myotox sup = suppressors of simvastatin-induced myotoxicity in C2C12 myotubes. ATP luminescence, 48 h; scaled: DMSO 0, geranylgeraniol control 100. rescue of ATP level, % at 7.49 µM. hit rate 0.78% among 330,000. AID 602340;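 active means mean ATP rescue above about 67%, or every replicate alone reaching that limit, limit read from the data, passing the limit was not always enough; inconclusive means no clear call, values can overlap the other calls; inactive means mean under the limit and some replicate under it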;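 further: myotubes were challenged with 10 µM simvastatin during compound exposure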
# SIRT5 inh = sirtuin-5 (human) deacylase inhibition; hit rate 1.1% among 330,000; Purified SirT5, succinyl-peptide AMC, trypsin-coupled fluorescence; inhibition, % at 15 µM; in the data active means inhibition above about 15%; inconclusive means no clear call, values can overlap the other calls
# An asterisk follows results filed as active; ? = inconclusive; . = not tested or not shown; & = joins results of further samples.
# Each structure is followed by: LGR2 inh	S100A4 MyoIIA	PGC1a acetyl inh	XiGFP reactiv	Cneo AK release	ERAP1 inh	Statin myotox sup	SIRT5 inh
> O=C(O)C[C@H]1c2ccccc2S(=O)(=O)N1C1CCCC1
  7	8	16	0.2	-1	2	-5	-3
> O=C(C1=C[C@H](c2csc3ccccc23)C[C@H](OCCCCO)O1)N1CCOCC1
  4	-7&1	-2&17	0.0	-4&1	1&1	4	-4&-3
> COc1cc(NC(=O)c2noc(C)c2[N+](=O)[O-])c(OC)cc1Cl
  -3	-2	.	0.5	5	2	-7	-6
> CC(=O)c1cccc(NC(=O)C(C)N(C)CC(=O)Nc2ccc(Cl)cc2)c1 (stereo not drawn)
  -4	-1	-5	0.0	-2	-4	4	-8
> CCN(CC)C(=O)CSc1nc2ccsc2c(=O)n1CCCC(=O)NCCc1ccc(S(N)(=O)=O)cc1
  -4	-4	6	-0.1	.	21	.	1
> COc1ccc(S(=O)(=O)N2CCOCC2)cc1NC(=O)CCNC(=O)c1ccc([N+](=O)[O-])cc1
  5	-9	-419	-0.1	0	6	27	-4
> CC(C)NC(=O)N(C)C[C@@H]1Oc2c(NS(C)(=O)=O)cccc2C(=O)N([C@H](C)CO)C[C@@H]1C
  5	9	0	-0.6	-2	3	-11	0
> C[C@@H]1CN([C@H](C)CO)C(=O)c2cc(C#C[C@@H](C)O)cnc2O[C@H]1CN(C)C(=O)c1ccccc1
  -9	-32	7	-1.3	0	1	6	1
> Cn1c(=O)c2[nH]c(C(O)c3ccc(Cl)cc3)nc2n(C)c1=O (stereo not drawn)
  -10	-1	.	-0.1	.	2	.	.
> COc1cc(NS(=O)(=O)c2ccc(NS(=O)(=O)c3ccc(C)cc3)cc2)nc(OC)n1
  8	-49	.	0.0	6	-3	4	-27
> Cc1ccn2cc(-c3cccc(S(=O)(=O)N4CC(C)OC(C)C4)c3)nc2c1 (stereo not drawn)
  10	5	-4	0.0	0	-1	-7	4
> CC(=O)N1CCCN(C(=O)c2cc(COc3c(F)cccc3F)on2)CC1
  0	2	0	0.1	-1	1	.	-2
> O=C(NCC1CCOCC1)c1ccc2nc(Cc3cccc(Cl)c3)oc2c1
  -24	-7	.	-0.1	0	-1	-3	-4
> COc1ccc(CN(C)C[C@H]2Oc3ccc(NC(=O)C4CC4)cc3C(=O)N([C@@H](C)CO)C[C@@H]2C)cc1
  7	17	7	0.1	-1	0	-22	-1
> NC(Cc1ccccc1)c1csc(NC(=O)c2cccc(OC(F)(F)F)c2)n1 (stereo not drawn)
  -11	-4	.	0.0	1	0	-25	-5
> COC(=O)C1=C(CS(=O)(=O)c2ccc(C)cc2)NC(=O)NC1c1ccc(OC)c(OC)c1 (stereo not drawn)
  -2	13	1	0.1	3	0	2	1
> Cc1nn(C)c(C(=O)NNC(=S)NCc2ccco2)c1Br
  15	-1	.	-0.2	.	-1	.	0
> COc1ccc(OCC(=O)N/N=C/C2CC=CCC2)cc1 (stereo not drawn)
  4	1	.	0.0	.	.	-4	.
> CCOC(=O)c1c(NC(=O)c2noc(C)c2[N+](=O)[O-])sc(C(C)=O)c1C
  -7	7	.	0.2	.	1	.	1
> C[C@@H]1CN([C@H](C)CO)C(=O)c2cc(/C=C/c3ccccc3)cnc2O[C@H]1CN(C)S(=O)(=O)c1ccccc1F
  14	6	0	0.0	0	0	6	-2
> ClC(Cl)(Cl)C1=NCc2nnn(Cc3ccccc3)c2N1
  3	2	7	0.8	2	1	-4	.
> Cc1ccccc1C(=O)N(C)[C@H]1C[C@H]2c3[nH]c4ccccc4c3CCN2C(=O)[C@H]1[C@H](C)O
  12	5	6	-0.1	-2	-21	2	0
> COC(=O)CCC(C)C1CCC2C3CCC4CC(O)CCC4(C)C3CC(O)C12C (stereo not drawn)
  3	1	0	.	6	-2	-17	2
> C[C@H](CO)N1C[C@H](C)[C@@H](CN(C)S(=O)(=O)c2ccc(-n3cccn3)cc2)OCc2cnnn2CCCC1=O
  -1	-4&1	-2&3	0.0&-0.7	0&-1	7&-1	3&-26	-5&-5
> Cc1ccc(Oc2ncnc(N)c2[N+](=O)[O-])cc1C
  -22	2	.	0.3	2	2	3	1
> CN(/N=C/c1ccccc1)C(=S)c1ccccc1
  -10	-4	.	-0.1	.	-3	.	0
> CCOc1c(Br)cc(/C=N\NC(=O)c2ccccc2)cc1OC
  1	-7	.	0.0	.	-3	.	2
> Cc1ccc(NCc2n[nH]c(=S)n2Cc2ccccc2)cc1Cl
  2	2	-10	0.2	.	.	.	-6
> O=C(c1ccc([N+](=O)[O-])o1)N1CCN(Cc2ccccc2)CC1
  0	-9	.	0.3	0	.	13	2
> C[C@H]1CN([C@@H](C)CO)C(=O)c2cccc(NC(=O)Nc3cccc4ccccc34)c2O[C@H]1CN(C)Cc1ccc(Oc2ccccc2)cc1
  31	7	-2	0.1	0	1	42	9
> CC(=O)NCCNc1ccc([N+](=O)[O-])cc1C#N
  2	8	-6	0.1	14	4	1	3
> C[C@H]1CN([C@@H](C)CO)C(=O)c2cccc(N(C)C)c2O[C@H]1CN(C)Cc1ccc(C(=O)Nc2ccccc2N)cc1
  18	1	-25	-0.1	-12	5	14	.
> Cc1cccc(N(CC(=O)NC2CCCC2)C(=O)CCC(=O)Nc2ccccn2)c1
  4	0	.	0.1	3	-1	1	-1
> O=[N+]([O-])c1ccc(N/N=C2/CCCCC2c2ccccn2)c([N+](=O)[O-])c1 (stereo not drawn)
  -22	-6	.	0.2	.	-3	.	.
> C[C@@H]1CN([C@H](C)CO)C(=O)CCCn2cc(nn2)CO[C@@H]1CN(C)Cc1ccc(-c2ccccc2)cc1
  -16	.	4	0.1	.	.	19	.
> CO[C@@H]1CN(C)C(=O)c2ccc(NC(=O)c3ccc(F)cc3)cc2OC[C@H](C)N(C(=O)c2ccc(F)cc2)C[C@@H]1C
  4	-5	3	0.0	1	2	-11	2
> CN(CC(=O)Nc1cccc(F)c1)C(=O)C1=COCCO1
  9	0	-1	-0.1	1	4	-8	2
> Cc1ccc(S(=O)(=O)Nc2ccc3c(c2)C(=O)N([C@H](C)CO)C[C@H](C)[C@@H](CN(C)C(=O)NC2CCCCC2)OCCCC[C@H](C)O3)cc1
  8	2	8	0.0	2	-2	.	7
> CO[C@H](CN(C)S(=O)(=O)c1ccc(C)cc1)[C@H](C)CN(C(=O)Nc1ccccc1F)[C@@H](C)CO
  -10	3	7	0.2	17	-1	-3	.
> C[C@H](CO)N1C[C@H](C)[C@H](CN(C)CC2CC2)Oc2cc(C#Cc3cccnc3)ccc2S1(=O)=O
  -8	.	-2	0.8	.	.	-13	.
> COC(=O)c1c(C)oc2ccc(OC(=O)N3CCOCC3)cc12
  8	.	-8	.	0	.	-14	.
> CCCCn1c(N)c(N(CC(C)C)C(=O)c2cccc(-n3cnnn3)c2)c(=O)[nH]c1=O
  -12	1	-2	0.3	5	0	0	1
> Cc1cccc(C)c1OCC(O)CN1CCN(c2ccccn2)CC1 (stereo not drawn)
  0	13	-9	0.1	.	4	.	-2
> Nc1c(C(=O)O)sc2nc(-c3ccccc3)c3c(c12)CCCC3
  -3	-3	.	0.0	.	1	.	-3
> Cc1ccccc1Sc1c(C#N)c(-c2ccccc2)nn1C
  9	.	-7	.	-2	.	-8	.
> C=C[C@@H]1c2ccccc2N(S(=O)(=O)c2ccc(C)cc2)[C@H](c2ccccc2C(F)(F)F)C1(C#N)C#N
  15	1	.	0.1	1	1	-26	-2
> Cn1cc(S(=O)(=O)NCC2CCCO2)c(=O)n(C)c1=O (stereo not drawn)
  -4	3	5	0.3	-1	.	?	-5
> C[C@H]1CN([C@@H](C)CO)C(=O)c2cccc(NC(=O)c3ccncc3)c2O[C@H]1CN(C)Cc1ccc(-c2ccccc2)cc1
  8	13	3	0.0	-1	-1	-51	4
> C[C@]12c3[nH]c4ccc(Cl)cc4c3CCN1C(=O)[C@@H](CC(=O)NCCC1=CCCCC1)C[C@@H]2C(=O)N1CCOCC1
  -2	-3	4	-0.1	0	-5	-2	0
> O=C(CN1CCCC1)Nc1ccc([N+](=O)[O-])cc1
  .	9	-13	0.3	0	0	-2	2
> O=C(Nc1ccc(N2CCN(C(=O)c3cccs3)CC2)cc1)c1ccc(F)cc1
  7	3	.	0.0	5	3	18	1
> CS(=O)(=O)N(CC(=O)N1CCc2ccccc2C1)c1ccccc1Br
  27	-2	.	0.0	3	-3	9	-7
> CCCNC(=O)[C@H]1[C@H](CO)[C@H]2Cn3c(ccc(-c4ccc(F)cc4)c3=O)[C@@H]1N2CC
  11	-10	4	0.0	-1	-2	-11	-8
> Cc1ccc(-c2ccc3c(c2)O[C@@H](CN(C)C(=O)Nc2ccc(C(F)(F)F)cc2)[C@@H](C)CN([C@H](C)CO)S3(=O)=O)cc1
  9	0	0	-0.9	1	1	.	11
> CC(=O)c1c(O)c(C)c(O)c2c1OC1=CC(=O)C(C(C)=O)C(=O)[C@@]12C (stereo partly drawn)
  -22	-32	-4	0.0	4	2	-1	10
> COc1c(C=O)c2c(c(OC)c1OC)-c1ccc(OC)c(=O)cc1C(NC(C)=O)CC2 (stereo not drawn)
  -25	-3	.	1.2	.	3	.	4

# Only Cneo AK release and Statin myotox sup, for some of the entries so far:
canonical_smiles | Cneo AK release | Statin myotox sup
CS(=O)(=O)N(CC(=O)N1CCc2ccccc2C1)c1ccccc1Br | 3 | 9
CCCNC(=O)[C@H]1[C@H](CO)[C@H]2Cn3c(ccc(-c4ccc(F)cc4)c3=O)[C@@H]1N2CC | -1 | -11
Cc1ccc(-c2ccc3c(c2)O[C@@H](CN(C)C(=O)Nc2ccc(C(F)(F)F)cc2)[C@@H](C)CN([C@H](C)CO)S3(=O)=O)cc1 | 1 | .

# Part of the list above in order of molar mass, smallest number first:
# Each structure is followed by: LGR2 inh	S100A4 MyoIIA	PGC1a acetyl inh	XiGFP reactiv	Cneo AK release	ERAP1 inh	Statin myotox sup	SIRT5 inh
> CC(=O)NCCNc1ccc([N+](=O)[O-])cc1C#N
  2	8	-6	0.1	14	4	1	3
> O=C(CN1CCCC1)Nc1ccc([N+](=O)[O-])cc1
  .	9	-13	0.3	0	0	-2	2
> O=[N+]([O-])c1ccc(N/N=C2/CCCCC2c2ccccn2)c([N+](=O)[O-])c1 (stereo not drawn)
  -22	-6	.	0.2	.	-3	.	.
> C[C@@H]1CN([C@H](C)CO)C(=O)CCCn2cc(nn2)CO[C@@H]1CN(C)Cc1ccc(-c2ccccc2)cc1
  -16	.	4	0.1	.	.	19	.

# These rows are one share of the data; count on the stated rates, not on these rows.
